LDHA block: blocks human lactate dehydrogenase A; purified LDHA, NADH/diaphorase-resazurin fluorescence; hits give low values; activity change, % (values are at about 110 or 230 µM); 480,000 compounds, 0.15% hits; in the data active = activity change below about -30%; inconclusive = mostly about -25% to -30%;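 note: plate controls were DMSO wells for no effect and wells without enzyme for full effect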
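LDH5 2 nM; NADH 0.06 mM, pyruvate 0.2 mM; 200 mM Tris pH 7.4, EDTA, Tween-20; 5 min RT. Detection: diaphorase 0.133 mg/mL + resazurin 37 µM, fluorescence ex540/em590 at 0 and 20 min; normalized to enzyme-free and DMSO wells.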
RGS4 inhibitor: human RGS4 inhibition. Potency, µM (series often up to 114 µM), for the others: top-dose activity change, negative = inhibition, hits mostly inhibitors. 390,000 compounds, 0.039% hits. Transcreener GDP fluorescence polarization, RGS4-accelerated GTP hydrolysis. P49798; note: potency is the fitted concentration of half-maximal effect; % is set by controls: 0 for no effect and ±100 for the full control effect; nearly all actives have a fitted effect of over 75% in size; some results filed as inactive show a strong effect at the top dose
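MLSMR compounds (23 nl, pin-transferred) preincubated 10 min at room temperature with a 500nM (2x) first reagent, then RGS4 at 900nM (2x) plus Transcreener GDP mix added; fluorescence polarization (620/688 nm) read before and after 90 min at 30 °C.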
Vif-A3F inh: Vif-A3F binding inhibition. HeLa A3F-eYFP + Vif (tagged APOBEC3F with the HIV-1 protein that degrades it), YFP fluorescence increase. 390,000 compounds, 0.2% hits. Potency, µM (titrated, usually from 46.1 µM), inactives show top-dose activity, negative = active. AID 602313; note: potency is the fitted concentration of half-maximal effect; % of control where 0% means no effect; nearly all actives have a fitted effect of over 65% in size
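Fluorescence increase (Ex 488/Em 500-530) after overnight compound treatment at 37 deg C flags inhibition of Vif-driven A3F-eYFP loss in stable HeLa A3F-eYFP/Vif cells seeded overnight beforehand.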
rTrxR1 inhibitor: blocks rat thioredoxin reductase 1; Potency, µM (highest dose often 114 µM), for inactives: top-dose activity change, negative = inhibition, most hits filed as inhibitors; O89049; 390,000 compounds, 1% hits; recombinant rTrxR1, NADPH fluorescence consumption, selenite substrate; note: potency is the fitted concentration of half-maximal effect; % is set by controls: 0 for no effect and ±100 for the full control effect; nearly all actives have a fitted effect of over 65% in size
Target sequence (O89049 whole entry, looked up): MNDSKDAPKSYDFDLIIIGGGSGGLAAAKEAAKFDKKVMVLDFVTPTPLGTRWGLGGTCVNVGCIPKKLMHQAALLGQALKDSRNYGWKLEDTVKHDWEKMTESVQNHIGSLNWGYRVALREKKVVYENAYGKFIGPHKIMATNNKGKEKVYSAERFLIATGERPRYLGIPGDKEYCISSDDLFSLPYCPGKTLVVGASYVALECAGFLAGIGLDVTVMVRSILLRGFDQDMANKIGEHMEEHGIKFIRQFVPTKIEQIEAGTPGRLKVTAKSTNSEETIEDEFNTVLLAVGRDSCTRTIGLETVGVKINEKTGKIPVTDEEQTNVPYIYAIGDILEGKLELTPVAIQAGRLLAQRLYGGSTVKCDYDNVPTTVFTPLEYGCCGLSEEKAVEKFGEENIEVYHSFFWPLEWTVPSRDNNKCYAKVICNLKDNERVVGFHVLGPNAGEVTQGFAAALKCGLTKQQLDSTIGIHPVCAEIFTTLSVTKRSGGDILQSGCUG
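Rat TrxR1 (90 nM in the dispensed reagent) was pre-reduced with 400 uM NADPH for 5 min at room temperature, then incubated with compound for 15 min. After 400 uM selenite was added, NADPH fluorescence (Ex 340/Em 450 nm) was followed for 8 min.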
GRP78 ERSR act: induces the endoplasmic reticulum stress response in human glioma cells; U87-MG GRP78 promoter luciferase reporter, 16 h; 420,000 compounds, 0.02% hits; AID 602332; Potency, µM, without a hit: at the highest dose activation, most hits filed as activators; note: potency is the fitted concentration of half-maximal effect; series mostly up to about 76 µM; % of control where 0% means no effect; nearly all actives have a fitted effect of over 35% in size
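Stably transfected U87-MG human glioma cells carrying a GRP78-based luminescent sensor were seeded at 1000 cells/well, pin-dosed with compounds and incubated 16 h. Luciferase reagent was then added, and end-point luminescence was read after 10 min at room temperature.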
TrxR1 substrate: is turned over as a substrate by rat TrxR1 | Potency, µM (highest dose often 114 µM), inactives show at the highest dose activity change, negative = substrate turnover | O89049 | purified TrxR1 substrate turnover, NADPH consumption readout | 390,000 compounds, 0.01% hits; note: potency is the fitted concentration of half-maximal effect; % is set by controls: 0 for no effect and ±100 for the full control effect; nearly all actives have a fitted effect of over 50% in size
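Rat TrxR1, dispensed at 90 nM, was prereduced with 400 uM NADPH (final) for 5 min at ~22 deg C, then incubated with compound 15 min before 400 uM selenite. A first-read NADPH fluorescence drop versus no-compound background flagged substrates.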
mIDH1 inhibitor: human IDH1 R132H inhibition | IDH1-R132H enzyme, NADPH consumption, diaphorase/resazurin fluorescence | Potency, µM (doses to about 76.6 µM), for the others: top-dose activity change, negative = inhibition, usual class: inhibitors | 390,000 compounds, 0.093% hits; note: potency is the fitted concentration of half-maximal effect; % is set by controls: 0 for no effect and ±100 for the full control effect; nearly all actives have a fitted effect of over 65% in size
Target sequence (O75874 whole entry R132H, stated change not applied): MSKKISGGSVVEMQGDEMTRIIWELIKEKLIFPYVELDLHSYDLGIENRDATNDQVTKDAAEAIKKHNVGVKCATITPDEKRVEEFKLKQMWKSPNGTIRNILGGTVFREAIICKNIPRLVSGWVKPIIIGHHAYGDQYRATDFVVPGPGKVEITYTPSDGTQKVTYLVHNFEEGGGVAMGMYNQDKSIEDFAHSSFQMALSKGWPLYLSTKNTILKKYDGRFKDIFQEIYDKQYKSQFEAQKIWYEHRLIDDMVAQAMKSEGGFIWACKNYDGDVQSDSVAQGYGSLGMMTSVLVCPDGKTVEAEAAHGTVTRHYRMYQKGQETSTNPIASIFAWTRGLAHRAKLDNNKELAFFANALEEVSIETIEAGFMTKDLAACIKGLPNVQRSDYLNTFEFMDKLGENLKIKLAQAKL
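IDH1-R132H (0.5 ug/mL) preincubated 30 min with compound, then NADPH (0.016 mM) and alpha-KG (2 mM) added; 80 min at RT, pH 7.5. Remaining NADPH coupled via diaphorase/resazurin to fluorescence (540/590 nm); concentration-response curves normalized to no-enzyme control.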
Vif-A3G inh: blocks the Vif interaction with human APOBEC3G | Q9HC16 | HeLa A3G-eYFP + Vif (tagged APOBEC3G with the HIV-1 protein that degrades it), YFP fluorescence, overnight | Potency, µM (doses to about 46.1 µM), for inactives: at the top dose activity, negative = active, actives largely listed as inhibitors | 410,000 compounds, 0.076% hits;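 note: potency is the fitted concentration of half-maximal effect; % is set by controls: 0 for no effect and ±100 for the full control effect; nearly all actives have a fitted effect of over 60% in size; hits raise eYFP signal because A3G escapes Vif-driven loss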
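HeLa cells stably expressing Vif and C-terminally eYFP-tagged A3G, seeded overnight at 37 deg C, then exposed to compound by pintool overnight at 37 deg C. Rise in yellow fluorescence (Ex 488/Em 500-530, Acumen) marks blocked Vif-driven A3G degradation.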
USP1-UAF1 inh: blocks the human USP1/UAF1 deubiquitinase complex | O94782 | recombinant USP1/UAF1, Ub-Rhodamine cleavage fluorescence | Potency, µM (highest dose often 57.1 µM), for inactives: at the highest dose activity change, negative = inhibition, hits mostly inhibitors | 390,000 compounds, 0.23% hits; note: potency is the fitted concentration of half-maximal effect; % is set by controls: 0 for no effect and ±100 for the full control effect; nearly all actives have a fitted effect of over 60% in size; inactives centre near -12
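In this screen, compounds sit with the deubiquitinase complex (1nM) for 15 min at room temperature before Ub-Rho is added at 150nM final. Fluorescence rise is then followed for 6 reads every 60 seconds.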
An asterisk follows results filed as active; ? = inconclusive; . = no result given; & = joins results of further samples; [ ] = dose if it differs, or a comment. Unless noted, calls come from the whole dose curve; as a rule, active = well fitted curve in the direction sought with a large enough effect; inconclusive = small, poorly fitted or top-dose-only effect, or another doubt; inactive = no such curve, though single readings can be large; an effect the other way counts as inactive or inconclusive.

Results follow in this order: LDHA block, RGS4 inhibitor, Vif-A3F inh, rTrxR1 inhibitor, GRP78 ERSR act, TrxR1 substrate, mIDH1 inhibitor, Vif-A3G inh, USP1-UAF1 inh
- CC(=O)N(Cc1cccs1)Cc1cc2cc(C)c(C)cc2nc1Cl
  -6.3, 0.4%, 1.2%, 9.6%, -4.1%, 8.6%[57.1 µM], 0.0%, -9.2%, -20.4%
- O=C(Nc1ccc(N2C(=O)CCC2=O)cc1Cl)c1cccs1
  -16.8, 21.7%, 7.4%, 8.7%[57.1 µM], -2.5%, 4.6%, 0.2%, 2.0%, -19.8%
- CN(C(=O)CSc1ncc(C(F)(F)F)cc1Cl)c1c(N)n(Cc2ccccc2)c(=O)[nH]c1=O
  -21.1, 2.5%, -0.6%, 0.5%, -3.4%, -3.9%, -0.1%, 0.7%, -1.9%
- Cc1cccc(OCC(=O)Nc2ccc(N3CCN(C(=O)c4ccccc4)CC3)cc2)c1
  0.7, 7.0%, -1.2%, 0.7%[57.1 µM], -4.7%, -9.5%, -0.8%, 2.5%, -19.9%
- COc1cccc(CN2CCN(Cc3cc(OC)c(OC)c(OC)c3)CC2)c1OC
  -35.0*, -13.7%, 0.7%, 22.6%, -5.7%, 6.8%, -3.6%, -7.4%, -21.8%
- COC(=O)C(C)(C)ONC(=O)Nc1ccccc1Br
  0.7, -18.5%, 8.2%, 0.2%, 0.8%, -6.5%, 4.5%, 0.0%, -17.4%
- O=C(COc1ccccc1)N1CCN(C(=O)COc2ccccc2)CC1
  -5.4, 3.6%, -32.7%, 14.9%, -5.5%, -1.8%[0.457 µM], -5.4%, 0.2%, 3.8%
- CCOC(=O)NCc1ccc2c(c1)cc(C)n2C
  -2.3, -22.5%, -3.0%, 10.7%, 0.7%, 3.5%, 1.9%, -5.8%, -4.5%
- Cc1cc(=O)[nH]n(CCO)c1=O
  -3.3, 2.5%, -16.0%, 21.6%[57.1 µM], -10.3%, 8.3%[57.1 µM], 4.1%, 0.1%, -17.8%
- COc1ccc(NC(=O)C(=O)NCC(c2ccc3c(c2)OCO3)N2CCN(C)CC2)cc1 (stereo unspecified)
  -17.8&-5.1, -16.8%, 0.8%, 7.0%[57.1 µM], -0.5%, 1.3%[57.1 µM], 4.9%, -6.0%, 15.8%
- CCOc1cc(C)c(S(=O)(=O)NCc2ccccn2)cc1C
  1.2, 14.2%, 5.1%, 23.1%[2.29 µM], -2.0%, 8.5%[2.29 µM], 9.6%, 1.6%, -13.1%
- CCOC(=O)c1c2n(c3c(NCc4ccccc4)ncnc13)CCCC2
  4.5, ?, -11.4%, 12.1%[57.1 µM], -6.3%, 1.9%[57.1 µM], 0.8%, 1.0%, -4.7%
- CN(C)c1ccc(/C=c2\[nH]c(=O)/c(=C/c3ccc(N(C)C)cc3)[nH]c2=O)cc1
  ., ., ., 9.6%, -3.0%, 0.8%, ., -0.5%, .
- CCCCCc1cccnc1
  -3.1, -23.0%, 6.8%, 12.6%, -2.4%, 6.8%, 7.3%, -2.2%, -17.1%
- CCC(=O)N1CCc2cc(S(=O)(=O)NCCN3CCC(C)CC3)ccc21
  4.7, -37.2%, ., 9.4%, -0.3%, 11.9%, 7.6%, -5.7%, 2.0%
- CCOc1ccc(C(=O)O/N=C(\N)c2ccc([N+](=O)[O-])cc2)cc1OCC
  -3.9, -20.9%, -8.7%, 6.4%, -0.9%, -3.5%, -5.8%, 0.4%, 1.8%
- COc1ccc(CC(=O)Nc2cccc(-c3nnc(-c4ccccc4)o3)c2)cc1OC
  -5.0, ?, -9.9%, 26.2%, -4.0%, 19.9%, 7.3%, -10.2%, ?
- Cc1nc2ccccc2c(=O)n1CCCO
  0.1, 0.5%, 0.8%, 12.4%, -1.6%, -5.0%, -1.7%, -0.7%, -2.9%
- COc1cccc(NC(=O)N2CCCC2C(=O)Nc2ccc3c(c2)OCO3)c1 (stereo unspecified)
  3.6, 17.5%, -0.1%, -2.0%[57.1 µM], -1.6%, 5.0%[57.1 µM], 3.9%, -4.0%, -15.2%
- COc1cccc(C(=O)Nc2cc(NC(=O)c3cccs3)ccc2C)c1OC
  -11.1, -1.6%, 6.1%, 21.8%, 1.9%, -1.7%, 0.1%, 2.9%, -12.9%

(continued)
| Molecule | LDHA block | RGS4 inhibitor | Vif-A3F inh | rTrxR1 inhibitor | GRP78 ERSR act | TrxR1 substrate | mIDH1 inhibitor | Vif-A3G inh | USP1-UAF1 inh |
| --- | --- | --- | --- | --- | --- | --- | --- | --- | --- |
| CCN1C(=O)/C(=C\N2CCCCCC2)SC1=S | -6.3 | -10.6% | 0.2% | 8.4% | 10.1% | -3.3% | 1.4% | 2.4% | 1.0% |
| CCc1ccc[n+](-c2nc3ccccc3nc2C(=C=[N-])C#N)c1 | -0.6 | -33.6% | ? | -16.1% | -3.8% | -3.6% | 5.8% | 0.6% | -10.7% |
| COc1ccc(CN(C)C(=S)Nc2ccc(Cl)cc2)cc1 | -4.1 | -7.5% | 6.0% | 22.0% | -4.9% | -3.2% | -4.3% | -15.1% | -6.5% |
| O=S(=O)(CCSc1ccccn1)c1nc2ccccc2s1 | 1.0 | ? | -0.8% | 14.1µM* | -14.7% | -3.2% | 6.2% | ? | -14.5% |
| CCn1cc(C(=O)N2CCN(c3cc(C)ccc3C)CC2)c(=O)c2cc(S(=O)(=O)N3CCCCC3)ccc21 | -6.0 | 0.8% | -6.2% | 14.5% | -1.2% | 0.9% | -6.7% | 1.1% | -11.2% |
| O=C(c1ccco1)n1nc(-c2ccccc2)nc1NCc1ccc(Cl)cc1 | -2.3 | 18.2% | 3.6% | 3.8% | -3.5% | 5.2% | 2.6% | -1.1% | -14.6% |
| COC(=O)c1ccccc1NC(=O)CCS(=O)(=O)c1ccc(Br)s1 | -4.1 | 41.4%[11.4 µM] | -1.7% | 4.3%[57.1 µM] | -3.6% | -9.8% | 1.5% | -5.9% | -4.1% |
| COc1ccc(C2Oc3ccccc3N2C(C)=O)cc1 (stereo unspecified) | 1.1 | -3.8% | 2.3% | -13.8% | 0.3% | -5.7% | 1.4% | -8.0% | -2.1% |

Arranged by length of the SMILES (rising): eleven of the compounds above.
| Molecule | LDHA block | RGS4 inhibitor | Vif-A3F inh | rTrxR1 inhibitor | GRP78 ERSR act | TrxR1 substrate | mIDH1 inhibitor | Vif-A3G inh | USP1-UAF1 inh |
| --- | --- | --- | --- | --- | --- | --- | --- | --- | --- |
| Cc1nc2ccccc2c(=O)n1CCCO | 0.1 | 0.5% | 0.8% | 12.4% | -1.6% | -5.0% | -1.7% | -0.7% | -2.9% |
| CCN1C(=O)/C(=C\N2CCCCCC2)SC1=S | -6.3 | -10.6% | 0.2% | 8.4% | 10.1% | -3.3% | 1.4% | 2.4% | 1.0% |
| COc1ccc(C2Oc3ccccc3N2C(C)=O)cc1 (stereo unspecified) | 1.1 | -3.8% | 2.3% | -13.8% | 0.3% | -5.7% | 1.4% | -8.0% | -2.1% |
| O=S(=O)(CCSc1ccccn1)c1nc2ccccc2s1 | 1.0 | ? | -0.8% | 14.1µM* | -14.7% | -3.2% | 6.2% | ? | -14.5% |
| COc1ccc(CN(C)C(=S)Nc2ccc(Cl)cc2)cc1 | -4.1 | -7.5% | 6.0% | 22.0% | -4.9% | -3.2% | -4.3% | -15.1% | -6.5% |
| COC(=O)c1ccccc1NC(=O)CCS(=O)(=O)c1ccc(Br)s1 | -4.1 | 41.4%[11.4 µM] | -1.7% | 4.3%[57.1 µM] | -3.6% | -9.8% | 1.5% | -5.9% | -4.1% |
| COc1cccc(C(=O)Nc2cc(NC(=O)c3cccs3)ccc2C)c1OC | -11.1 | -1.6% | 6.1% | 21.8% | 1.9% | -1.7% | 0.1% | 2.9% | -12.9% |
| CCC(=O)N1CCc2cc(S(=O)(=O)NCCN3CCC(C)CC3)ccc21 | 4.7 | -37.2% | . | 9.4% | -0.3% | 11.9% | 7.6% | -5.7% | 2.0% |
| COc1cccc(NC(=O)N2CCCC2C(=O)Nc2ccc3c(c2)OCO3)c1 (stereo unspecified) | 3.6 | 17.5% | -0.1% | -2.0%[57.1 µM] | -1.6% | 5.0%[57.1 µM] | 3.9% | -4.0% | -15.2% |
| CCOc1ccc(C(=O)O/N=C(\N)c2ccc([N+](=O)[O-])cc2)cc1OCC | -3.9 | -20.9% | -8.7% | 6.4% | -0.9% | -3.5% | -5.8% | 0.4% | 1.8% |
| CCn1cc(C(=O)N2CCN(c3cc(C)ccc3C)CC2)c(=O)c2cc(S(=O)(=O)N3CCCCC3)ccc21 | -6.0 | 0.8% | -6.2% | 14.5% | -1.2% | 0.9% | -6.7% | 1.1% | -11.2% |

Some of the compounds tested; the hit share may differ from the screen's.
